# PLK1 PBD inh – inhibitors of human PLK1 polo-box domain binding | AID 720504 | Potency, µM, without a hit: max response, negative = inhibition, most hits filed as inhibitors | Plk1 PBD binding of FITC phosphopeptide, fluorescence polarization | 360,000 tested, 2.8% active | P53350; note: potency is the fitted concentration of half-maximal effect; series mostly up to about 57 µM; % is set by controls: 0 for no effect and ±100 for the full control effect; nearly all actives have a fitted effect of over 65% in size
# GLP-1R inv ag – acts as inverse agonist at human GLP-1 receptor; 410,000 tested, 1.6% active; HEK293 GLP-1R CRE-luciferase, luminescence, 24 h; GLP-1R form is constitutively active; P43220; Potency, µM (doses to about 38.3 µM), inactives show top-dose activity change, negative = inhibition, hits mostly inhibitors; note: potency is the fitted concentration of half-maximal effect; % is set by controls: 0 for no effect and ±100 for the full control effect; nearly all actives have a fitted effect of over 55% in size
#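 Stable HEK293 clone (constitutively active GLP-1R + cAMP-response luciferase); 200 cells/uL plated, 12 h pre-culture, compound 24 hr, 37 deg C/5% CO2; detection reagent 12 min RT; luminescence.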
# DRD3 agonist – activates the human D3 dopamine receptor. D3R DiscoveRx beta-arrestin cells, luminescence, 90 min. max activation, %. 410,000 tested, 0.58% active. AID 652048; in the data active = max activation above about 30%; note: 0% is about no effect; mostly tested at two doses, the higher about 12 µM
# Target sequence (P35462 whole entry, looked up): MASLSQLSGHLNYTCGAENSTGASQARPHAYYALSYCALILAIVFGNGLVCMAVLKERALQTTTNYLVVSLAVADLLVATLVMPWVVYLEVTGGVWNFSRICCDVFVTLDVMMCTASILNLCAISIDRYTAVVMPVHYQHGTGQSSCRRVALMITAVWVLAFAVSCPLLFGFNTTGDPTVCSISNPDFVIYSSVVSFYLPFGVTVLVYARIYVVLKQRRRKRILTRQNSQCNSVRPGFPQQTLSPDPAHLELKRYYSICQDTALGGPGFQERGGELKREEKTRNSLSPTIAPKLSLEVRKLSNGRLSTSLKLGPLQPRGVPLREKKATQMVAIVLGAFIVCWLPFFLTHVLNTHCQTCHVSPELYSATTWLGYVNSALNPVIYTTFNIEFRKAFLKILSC
#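 Agonist-mode cell screen: cells plated at 1500/well and incubated overnight at 37 °C, then exposed to library compounds for 90 min at 37 °C. Detection reagent was added for 30–60 min at room temperature, and luminescence was read.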
# PI5P4Ka inh – blocks human PI5P4K alpha kinase activity. 330,000 tested, 1.2% active. PI5P4Kalpha enzyme, ADP-Glo luminescence, 60 min; hits give low values. max response, %; active = max response of -50% or lower; inconclusive = between -30% and -50%; inactive = -30% or higher; note: value at the top dose of about 77 µM; % is set by controls: 0 for no effect and ±100 for the full control effect
# Target sequence (P48426 whole entry, looked up): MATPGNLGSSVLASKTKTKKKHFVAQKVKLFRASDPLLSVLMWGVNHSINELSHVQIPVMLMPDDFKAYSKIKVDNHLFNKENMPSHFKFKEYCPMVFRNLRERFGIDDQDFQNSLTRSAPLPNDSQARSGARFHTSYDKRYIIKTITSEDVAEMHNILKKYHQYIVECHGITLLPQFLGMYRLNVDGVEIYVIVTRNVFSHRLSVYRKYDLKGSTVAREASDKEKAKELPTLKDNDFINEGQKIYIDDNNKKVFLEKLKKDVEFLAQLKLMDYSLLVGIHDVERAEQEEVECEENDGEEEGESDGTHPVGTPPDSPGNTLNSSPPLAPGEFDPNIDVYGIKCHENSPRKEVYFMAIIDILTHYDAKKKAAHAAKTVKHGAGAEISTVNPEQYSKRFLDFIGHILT
#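 Quantitative HTS of the MLSMR library against PI5P4Kalpha with substrate. ATP added last at 5 microM final; room temperature, 60 minutes. Remaining ATP depleted, ADP converted and read as luminescence.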
# GLP1R ag – GLP-1 receptor (human) agonism | P43220 | HEK293 GLP-1R CRE-luciferase, luminescence, 4-6 h; cells express a hypersensitive GLP-1R form | Potency, µM (series often up to 45.6 µM), for inactives: at the highest dose activation, hits mostly activators | 380,000 tested, 0.007% active | AID 624172; note: potency is the fitted concentration of half-maximal effect; % of control where 0% means no effect
# WRN inhibitor – WRN helicase (human) inhibition; Q14191; WRN helicase unwinding, fluorescent forked duplex, kinetic; Potency, µM (top dose mostly 114 µM), inactives show at the highest dose activity change, negative = inhibition, most hits filed as inhibitors; 360,000 tested, 0.46% active; AID 651768; note: potency is the fitted concentration of half-maximal effect; % is set by controls: 0 for no effect and ±100 for the full control effect; nearly all actives have a fitted effect of over 55% in size
#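 Kinetic red-fluorescence monitoring (525/598 nm) tracks WRN helicase activity after 100 nM fluorophore-quencher forked duplex and 2 mM ATP are added to 20 nM enzyme pretreated 15 min at room temperature with compound.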
# D3 antag – blocks the human D3 dopamine receptor; D3R cells, DiscoveRx beta-arrestin luminescence, antagonist mode; hits give low values; max response, negative = inhibition, %; 360,000 tested, 2.5% active; AID 652054; in the data active = max response below about -50%; inconclusive = no clear call, values can overlap the other calls; note: % is set by controls: 0 for no effect and ±100 for the full control effect; mostly tested at two doses, the higher about 12 µM
#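 Cells plated overnight at 1500 cells/well, then exposed to library compounds with dopamine controls for 90 minutes at 37 degrees C. DiscoveRx reagent added for 30–60 minutes at room temperature; luminescence read, quantitative HTS format.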
# HEK293 tox – cytotoxic in the GLP-1 receptor inverse agonist counter-screen; HEK293 cAMP-luciferase reporter cells, luminescence, 24 h; Potency, µM (doses to about 38.3 µM), without a hit: at the top dose activity change, negative = inhibition, usual class: inhibitors; 410,000 tested, 0.13% active; AID 624418;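 note: loss of luciferase light is scored as toxicity; potency is the fitted concentration of half-maximal effect; % is set by controls: 0 for no effect and ±100 for the full control effect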
#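 MLSMR compounds, 24 hr on cells at 37 deg C/5% CO2; luminescence after luciferase reagent (12 min RT). Inhibition counted as the undesired cytotoxic outcome.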
# IL2 activator – IL-2 activation | IL-2 activation reporter assay, cell-based qHTS; stimulated with anti-CD3/CD4/CD28 beads; in transgenic mouse T cells | activation, % (series mostly up to about 46 µM) | 360,000 tested, 0.065% active; in the data active = activation above about 50%; inconclusive = mostly about 30% to 49%; note: 0% is about no effect
#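 Screening format: compound pinned onto unstimulated transgenic mouse T cells, 60 min incubation, then anti-CD3/anti-CD4/anti-CD28 bead stimulation for 18 hours at 37 degrees C, followed by EGFP and DsRed detection.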
# Numbers without * were called inactive; ? = inconclusive; . = not tested or not shown; [ ] = another dose, or the depositor's remark. Unless noted, calls come from the whole dose curve; as a rule, active = well fitted curve in the direction sought with a large enough effect; inconclusive = small, poorly fitted or top-dose-only effect, or another doubt; inactive = no such curve, though single readings can be large; an effect the other way counts as inactive or inconclusive.
Compound	PLK1 PBD inh	GLP-1R inv ag	DRD3 agonist	PI5P4Ka inh	GLP1R ag	WRN inhibitor	D3 antag	HEK293 tox	IL2 activator
CCNc1nc(NCC)n2c(SC(C(=O)Nc3cc(Cl)cc(Cl)c3)c3ccccc3)nnc2n1 (stereo not drawn)	-4%	-24%	-2	-4	-11%	-2%	5	0%	1.1
COc1ccc(NC(=O)C2CCC(N3C(=O)C4CCCCC4C3=O)CC2)cc1 (stereo not drawn)	-15%	?	-7	-2	5%	5%	-13	4%	-4.2
CC(Nc1nc(N2CCNCC2)nc2ccccc12)c1ccccc1 (stereo not drawn)	-7%	11µM*	-4	?	0%	-26%	-5	?	-2.8
COc1cc(CC(=O)NCC2CCCCC2)cc(OC)c1OC	1%	2%	-2	6	6%	-5%	13	-2%	-1.0
Cc1cc(C(=O)NC(C)c2ccccc2)c2cc(F)ccc2n1 (stereo not drawn)	-1%	1%	-2	-5	10%	2%	-1	0%	-3.3
CC(NC(=O)Nc1ccc(Cl)cc1)C(c1cccs1)N1CCOCC1 (stereo not drawn)	2%	?	1	10	-5%	-2%	-8	0%	-1.5
O=C(CCSc1ccccc1)Nc1ccc(OCc2ccccc2)cc1	-6%	-1%	3	-5	-6%	2%	-25	-6%	-0.4
O=S(=O)(/N=S1\CC=CCN1S(=O)(=O)c1ccccc1)c1ccccc1 (stereo not drawn)	3.4µM*	9%	-5	-50*	1%	8.9µM*	-8	1%	-0.9
CCOc1ccc(-n2c(SCC(=O)Nc3nccs3)nnc2-c2ccoc2C)cc1	4%	-15%	4	1	8%	-4%	36	-14%	-2.9
CCN(C(=O)/C=C/c1ccc2c(c1)OCO2)c1ccccc1	-5%	?	-2	1	6%	-4%	-5	-16%	-1.7
Cc1ccccc1CSc1nn2c(=O)c(C)nnc2s1	-14%	12%	0	-1	6%	-7%	-12	-8%	0.2
Fc1cccc2sc(Nc3nc4cc5c(cc4s3)OCO5)nc12	-3%	4%	2	?	-14%	-2%	-10	83%[activator]	-1.9
COc1cc(OC)cc(C(=O)OCc2cc3ccccc3[nH]c2=O)c1	-3%	4%	-2	-1	3%	3%	17	-7%	0.8
Cc1cccc(/C=C2/SC(=O)N(Cc3ccccc3)C2=O)n1	3%	3%	-6	.	0%	-13%	2	5%	-0.8
CC(C)(C)c1ccc(C(=O)NC2CCN(Cc3ccccc3)CC2)cc1	-13%	?	-8	5	12%	-1%[57.1 µM]	-118*	-9%	1.0
CC12CCC(C(=O)N3CCN(c4ccccc4)CC3)(CC1=O)C2(C)C (stereo not drawn)	-2%	0%	3	0	1%	-3%	-8	-15%	0.1
O=C(N/N=C/c1ccc(Br)cc1)c1cc[n+]([O-])cc1	-26%	18%	-7	0	3%	-3%	-19	-50%	-3.6
O=C(Oc1ccc(Br)cc1C(=O)/C=C/c1ccccc1F)c1ccco1	-16%	?	-22	5	0%	-13%	?	?	-4.1
COC(=O)c1ccccc1NCCO	0%	4%	1	1	3%	-4%	24	5%	-0.2
O=C(O)/C=C/c1cn(-c2ccccc2)nc1-c1cccs1	-4%	9%	5	0	-1%	-12%	-3	-2%	0.1

# Reprinted from the part before: two entries; new compounds follow.
Compound	PLK1 PBD inh	GLP-1R inv ag	DRD3 agonist	PI5P4Ka inh	GLP1R ag	WRN inhibitor	D3 antag	HEK293 tox	IL2 activator
COC(=O)c1ccccc1NCCO	0%	4%	1	1	3%	-4%	24	5%	-0.2
O=C(O)/C=C/c1cn(-c2ccccc2)nc1-c1cccs1	-4%	9%	5	0	-1%	-12%	-3	-2%	0.1
COC(=O)Cc1c(C)c2ccc(O)c(CNCc3ccc(OC)c(OC)c3)c2oc1=O	-9%	12%	-6	2	14%	5%	3	.	0.9
Cc1cccc(C)c1NC(=O)C(NC=O)c1ccc(N(C)C)cc1 (stereo not drawn)	4%	16%	1	-6	1%	5%	32	-5%	1.9
O=C(Cn1cccc1C(=O)c1ccccc1)NCc1cccnc1	-2%	7%	-3	2	-11%	8%	6	0%	-0.3
O=C(Oc1ccc(Br)cc1)c1n[nH]c(=O)c2ccccc12	-3%	16%	2	-1	-2%	-2%	1	-11%	-0.8
Cc1cc(C)c(S(=O)(=O)/N=C2\C=C(NS(=O)(=O)c3ccccc3)C(=O)c3ccccc32)c(C)c1	24µM*	-8%	-7	-23	-1%	-9%	-13	-12%	-0.6
Cc1ccc(NC(=O)COC(=O)Cc2csc(-c3ccc(Cl)cc3)n2)cc1C	-2%	28%	2	12	2%	-16%	12	14%	2.7
Cc1cc2cc(CNC(=O)Cc3ccc([N+](=O)[O-])cc3)ccc2n1C	-18%	-2%	-10	-5	5%	-7%	-23	12%	1.1
COC(=O)C1CCN(C(=O)COC(=O)C2CCN(S(=O)(=O)c3ccc(C)c(C)c3)CC2)CC1	-11%	3%	7	1	-13%	-23%	3	-5%	-0.2
Cc1cc(Nc2ccc(C)c(C)c2)c2ccccc2n1	5%	?	-10	0	3%	7%	18	?	-2.9
CCCN=C1N(CC)C[C@@H]2[C@@H]3C(=O)N(C)C(=O)[C@@H]3[C@](Cc3ccccc3)(C(=O)OC)N12	-8%	6%	0	-1	-2%	5%	80	-3%	-0.4
Cc1cccc(CN2CCN(CC(=O)NCCCN3CCN(c4ccc(F)cc4)CC3)C2=O)c1	-4%	0%	-47	.	-11%	12%	?	-16%	3.1
COc1ccc(C(=O)c2c3ccccc3[n+]([O-])n2CCC(N)=O)cc1	0%	18%	19	-5	4%	1%	-16	?	0.6
CC(Nc1nc(-c2ccc(F)cc2)cs1)c1nc2cc(Cl)c(Cl)cc2n1CCCO (stereo not drawn)	?	?	0	-2	-1%	-10%	0	?	-4.3
CCC(=O)Nc1ccc(C=C(C(C)=O)C(C)=O)cc1	-13%	11%	-9	3	-4%	-16%	-14	0%	-0.8
Fc1ccccc1-c1nc(-c2ccc(Br)o2)no1	-9%	?	-7	11	-4%	1%	-7	-2%	-2.7
Cc1cccc(N2CCN(C(=O)C3CCN(S(=O)(=O)N4CCOCC4)CC3)CC2)c1C	0%	-28%	0	0	0%	-2%	10	1%	0.4
CC(=O)C1=C(O)C(=O)N(c2ccc(S(=O)(=O)Nc3nccs3)cc2)C1c1ccc([N+](=O)[O-])cc1 (stereo not drawn)	-7%	6%	2	-11	0%	-4%	2	2%	-0.5
COc1ccc(C(=O)N2CCCC(c3cc(C(=O)NCc4cccnc4)no3)C2)cc1 (stereo not drawn)	-4%	-12%	-6	-2	-3%	-2%	0	0%	0.1
COc1ccc(N2CCN(C(=O)COC(=O)c3cccc(S(=O)(=O)Nc4ccccc4OC)c3)CC2)cc1	-5%	-19%	17	-5	-1%	-7%	14	-17%	-4.3
CC1=C(C(=O)Nc2ccccc2)C(c2ccccn2)n2ncnc2N1 (stereo not drawn)	5%	4%	5	-4	-1%	-3%	20	-1%	0.0
C=C(C)CSc1nnc([C@@H]2CCCN2C(=O)OC(C)(C)C)o1	-21%	-16%	-12	1	-2%	-4%	-21	12%	-1.1
Cc1cc(Cl)ccc1OCC(=O)Nc1ccccc1NS(=O)(=O)c1cccs1	-6%	-11%	4	-4	6%	0%	9	-12%	-0.4
Cc1cc(=O)oc2cc(OCC(=O)N3CC(=O)Nc4ccccc43)c(Cl)cc12	1%	0%	0	-3	-2%	13%	-21	1%	20
Cc1occc1C(=O)N1CCN(C(c2ccccc2)c2ccccc2)CC1	-11%	?	-6	-5	-13%	-16%	?	5%	-0.3
O=C(CNS(=O)(=O)c1ccc(F)cc1)N1CCN(c2ccccc2)CC1	-7%	-3%	2	.	-9%	-2%	29	12%	3.8
Cc1cc(C(=O)N2CCCC(N3CCN(c4cccc(C(F)(F)F)c4)CC3)C2)n[nH]1 (stereo not drawn)	-3%	?	-3	0	2%	11%	0	-12%	-1.4
O=C(CN1C(=O)C2C3C=CC(C3)C2C1=O)Nc1cccc(S(=O)(=O)N2CCCC2)c1 (stereo not drawn)	-7%	21%	3	2	12%	2%	-19	5%	-0.3
COc1ccccc1N1CCN(C(=O)c2cc(C3CC3)on2)CC1	1%	11%	-4	-8	-1%	6%	50	-16%	1.6
NC(=O)c1ccc(NC(=O)c2ccc3c(c2)OCO3)cc1	2%	1%	-8	.	-1%	40%[activator]	-13	2%	2.2
O=C(CNC(=O)c1cccs1)OCC(=O)c1ccc([N+](=O)[O-])cc1	-5%	19%	2	?	1%	-6%	4	7%	-0.6
CC1CCc2c(sc(/N=C/c3cccnc3)c2C(N)=O)C1 (stereo not drawn)	?	0%	-2	-16	7%	1%	1	9%	-0.6
Cc1nc2c(ncn2-c2ccccc2)c(=O)n1NC(=O)CN1CCOCC1	-9%	5%	-1	-6	-2%	7%	-5	-5%	-0.2
CCc1ccc2c(c1)/C(=N/OC)C(=O)N2	-17%	85%[activator]	-8	0	18%	-6%	-5	-4%	-3.6
CCC(C)c1ccccc1NC(=O)CN(C)CCOc1ccc(Cl)cc1 (stereo not drawn)	3%	10µM*	-15	22	12%	-4%	14	-21%	-0.6
CCN(CC(=O)Nc1cc(Cl)cc(Cl)c1)CC(=O)NC1CCS(=O)(=O)C1 (stereo not drawn)	-3%	?	-6	8	14%	-2%	?	-5%	1.1
O=C(CN(C1CCCCC1)S(=O)(=O)c1ccc(Br)cc1)NCc1ccncc1	-2%	-22%	0	3	9%	-5%	8	3%	2.3
O=C(NC1CCCCCC1)c1cccc(N2CCCC2=O)c1	0%	?	7	3	-6%	7%	9	-13%	0.9
CN(C)c1ccc(-c2noc(C3CCN(C(=O)Nc4ccc(Cl)cc4)CC3)n2)cc1	-7%	?	23	2	2%	2%	12	-10%	0.0
CCOC(=O)C1(Cc2ccc(OC)cc2)CCN(C(=O)CCn2cccn2)CC1	-9%	34%[activator]	4	-1	12%	-4%	-18	16%	0.4
